Assay outcomes as filed in PubChem BioAssay.
Pf Dd2 growth: qHTS Primary assay for Inhibitors of Plasmodium falciparum Dd2 growth in vitro. P. falciparum Dd2 growth, SYBR Green, 72 h. Potency, µM (titrated, usually from 28.9 µM), inactives show top-dose activity, negative = inhibition, hits mostly inhibitors. actives 4.3% (n = 120,000). AID 1347417, 2020; active = well fitted inhibition curve with a large enough effect; inconclusive = small, poorly fitted or top-dose-only effect; inactive = no such curve, though single readings can be large or run the other way;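 also: plate controls were DMSO vehicle for no effect and reference drug for full effect; nearly all actives have a fitted effect of over 65% in size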
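Infected erythrocytes (Dd2, 0.3% parasitemia, 2.5% hematocrit final) are added to compound in RPMI-1640/Albumax II medium, grown 72 h at 37C in low oxygen, then lysed with saponin/Triton-X containing SYBR Green and read by fluorescence.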
Active calls of the source: *; i = inactive; ? = inconclusive; [ ] = another dose, or the depositor's remark. Potency is read from the fitted curve at half-maximal effect. A portion of the library (hit frequency here may not be typical).

SMILES | Pf Dd2 growth
CC1=NS(=O)(=O)N(C)C=C1C(=O)OCc1nc(-c2ccc(F)cc2)no1 | 56%
CCOCCn1c(=O)[nH]c2cc(C(=O)NCc3csc(CC)n3)ccc21 | -15%
CC(C)(C)OC(=O)N1CC(Nc2ccc(O)cc2)C1 | 11µM*
COc1ccc(CCC(=O)N2C[C@@H](Oc3ccccc3)C[C@@H]2C(=O)N2CCOCC2)cc1 | -13%
CC(C)C(NC(=O)C1CCN(C(=O)C2CCC2)CC1)c1nc(C2CC2)no1 (stereo not drawn) | 5%
CN1C(=O)[C@H]2CN(Cc3ccc4[nH]ccc4c3)C[C@H]2C1=O | i
Cc1ccccc1S(=O)(=O)N1[C@H]2CC[C@@H]1c1cnc(-c3ccccc3)nc1C2 | ?
Cn1nccc1CN1CCCC2(CC(c3cccc(C(F)(F)F)c3)=NO2)C1 (stereo not drawn) | ?
CSCC(=O)N1CC(CO)C2(CCNCC2)C1 (stereo not drawn) | -2%
COc1ccc(C(=O)N2CCc3ccc(C(=O)NCc4cccs4)cc32)cc1 | -18%
COc1ccc(-n2nc(C3CCN(C(=O)c4cccc(OC)c4)CC3)[nH]c2=O)cc1 | i
CCOc1ccc(CNCc2c(C(=O)O)c(C)n(Cc3ccc(C)cc3)c2C)cc1 | ?
CCC(=O)N1CCN(c2nc3c(s2)CC(C(=O)NCc2ccc(C)o2)CC3)CC1 (stereo not drawn) | ?
O=C(CCc1nc(CN2CCN(S(=O)(=O)c3ccc(Cl)cc3)CC2)no1)N1CCCCC1 | -7%
Cc1ccc(C2Cn3nnc(C(=O)N4CCN(C(=O)c5ccoc5)CC4)c3CO2)cc1 (stereo not drawn) | ?
Cn1nc(C(=O)N2CC[C@H](CO)[C@H](NC(=O)C3CC3)C2)c2ccccc21 | 23%
O=C(C1CC1)N1CCC(N2C(=O)C3(CCCCC3)C2c2ccccc2)CC1 (stereo not drawn) | ?
O=C(NCc1c[nH]c2ncccc12)c1ccccc1Cl | ?
CC(C)Cc1cc(CNc2nc(C(C)(C)C)nc3c2cnn3C)no1 | ?
O=C(c1ccco1)N1CCn2c(nnc2[C@@H]2C[C@@H](O)CN2Cc2ccccc2)C1 | 20%
Cc1cccc(N2CCN(CCCNC(=O)c3sc4ncccc4c3-n3cccc3)CC2C)c1 (stereo not drawn) | ?
O=C(NC1CCN(c2nnc3ccccn23)CC1)c1ccc(Cl)s1 | -16%
CC1=C(c2ccc(C)c(C)c2)S(=O)(=O)N=C1N1CCC(C(=O)NC(C)Cc2ccco2)CC1 (stereo not drawn) | ?
Cc1ccc(OCCn2cc(C(=O)c3ccco3)c3ccccc32)cc1C | ?
O=C(C[C@@H]1C[C@H]2O[C@H](CNCc3ccccc3Cl)[C@@H](O)[C@H]2O1)N1CCC(F)(F)C1 | 33%[44.1 µM]
Next part.
SMILES | Pf Dd2 growth
Cc1nn(CCC(=O)NCc2cccc(Br)c2)c(=O)c2nn(-c3ccccc3)c(C)c12 | -11%
COc1cccc(NS(=O)(=O)c2ccc3c(c2)N(C)C(=O)CC(=O)N3C)c1 | 3%
CC1CCN(C(=O)CSc2nc(-c3ccc(C(C)C)cc3)no2)CC1 | 0.89µM*
CN(C/C=C/c1ccccc1)C(=O)C1CCC(=O)N(Cc2cccc(F)c2)C1 (stereo not drawn) | -16%
Cc1ccc(C(=O)Nc2nnc(S(=O)(=O)N3CCOCC3)s2)cc1 | -20%
O=C1c2cnc(-c3cccc(CO)c3)nc2OCCN1Cc1ccccc1 | ?
CNC(=O)[C@H]1C[C@H](Oc2ccccc2)CN1Cc1scnc1C | -18%
COCC(=O)N1CC(C(=O)NC(C)c2ccccc2)CC(c2ccc(OC)c(OC)c2)C1 (stereo not drawn) | i
COCC(=O)N1CCc2c(sc3ncnc(N4CCN(C)CC4)c23)C1 | ?
Cc1ccc(C)c(NC(=O)CN2C(=O)NC(c3ccc(Cl)cc3)C3=C2COC3=O)c1 (stereo not drawn) | -9%
Cc1nn(C(=O)CCCC(=O)N2CCC(Cc3nncn3C(C)C)CC2)c2ccccc12 | -10%
Cc1cccc(-n2ncc3c(Nc4ccc(Oc5ccc(Cl)cc5)cc4)ncnc32)c1 | 29%
Cc1ccc(-n2nc3c(N4CCC(C(=O)NC(C)c5ccccc5)CC4)nnc(C)c3c2C)cc1 (stereo not drawn) | 10µM*
CCc1nnc(CN2CC[C@@H]3[C@@H](CCC(=O)N3CCc3ccccc3)C2)o1 | -1%
CC(c1ccc2c(c1)OCCO2)N(C)C(=O)c1ccc2nccn2c1 (stereo not drawn) | 9%
Cc1ccc(C)c(NC(=O)C2CCCN2S(=O)(=O)c2ccc3c(c2)n(C)c(=O)c(=O)n3C)c1 (stereo not drawn) | 11%
CC(=O)c1cccc(NC(=O)OC[C@H]2C[C@@H]3CCN2C[C@@H]3c2cc(C3CCCC3)nc(C)n2)c1 | ?
Cc1ccc(-n2nc(C)c3c(C)cc(=O)n(CC(=O)NCc4ccc(OC(C)C)cc4)c32)cc1 | 6%
CNC(=O)[C@@H]1C[C@H](Oc2ccccc2)CN1C(=O)Cn1nc(C)cc1C | -10%
CC(C)Cc1nc2nccc(-c3cccs3)n2n1 | ?
O=C(c1cccs1)N1CCCCCC1CN1CCCC1 (stereo not drawn) | 1.3µM*
Cc1ccccc1-c1nnn(CC(=O)Nc2sc3c(c2C#N)CCC(C(C)(C)C)C3)n1 (stereo not drawn) | 25%
O=C(c1ccccc1F)N1CCCC(n2cc(-c3nc(C4CC4)no3)nn2)C1 (stereo not drawn) | i
Cc1ccsc1C(=O)N1CCC(n2cc(-c3nc(-c4ccccc4)no3)nn2)CC1 | i
CCOC(=O)c1[nH]ncc1CN1CCOC(Cc2ccc(OC)cc2)C1 (stereo not drawn) | -4%

In the list so far, six contain an aryl methoxy group:
SMILES | Pf Dd2 growth
COc1ccc(CCC(=O)N2C[C@@H](Oc3ccccc3)C[C@@H]2C(=O)N2CCOCC2)cc1 | -13%
COc1ccc(C(=O)N2CCc3ccc(C(=O)NCc4cccs4)cc32)cc1 | -18%
COc1ccc(-n2nc(C3CCN(C(=O)c4cccc(OC)c4)CC3)[nH]c2=O)cc1 | i
COc1cccc(NS(=O)(=O)c2ccc3c(c2)N(C)C(=O)CC(=O)N3C)c1 | 3%
COCC(=O)N1CC(C(=O)NC(C)c2ccccc2)CC(c2ccc(OC)c(OC)c2)C1 (stereo not drawn) | i
CCOC(=O)c1[nH]ncc1CN1CCOC(Cc2ccc(OC)cc2)C1 (stereo not drawn) | -4%

New compounds follow:
SMILES | Pf Dd2 growth
COC(=O)CNC(=O)NCCc1ncc(C)n1Cc1ccccc1 | ?
O=C(c1ccc(Cl)cc1)N1CCc2c(n(Cc3cccnc3)n(-c3ccccc3)c2=O)C1 | 27%
COc1cccc(-c2cc(C3CCN(C(=O)Nc4ccccc4C)CC3)[nH]n2)c1 | ?
COc1ccc(-c2nc(C)nc3c2CN([S+](=O)([O-])c2cccs2)CC3)cc1 | -15%
Cc1ccccc1-c1ccc2n(c1=O)C[C@H]1C[C@@H]2CN(C(=O)Nc2ccc(Cl)cc2)C1 | -14%[44.1 µM]
Cc1ccccc1NC(=O)CSc1nc(-c2ccccc2C)nc2cc(=O)[nH]n12 | i
CN1C(=O)c2cccn2CC1CNC(=O)C1(S(=O)(=O)c2ccc(Cl)cc2)CC1 (stereo not drawn) | 3%
CCOc1ccc(NC(=O)N2CCc3cc(OC)c(OC)cc3C2CNC(=O)CC(C)C)cc1 (stereo not drawn) | i
Cc1ccc(-c2ncc(C(=O)NCCN3CCN(C)CC3)c(-c3ccncc3)n2)cc1 | -28%
COCCNC(=O)CCc1c(C)nn(-c2ccc(F)cc2)c1Oc1ccccc1F | -1%
Cc1nnc(NC(=O)c2cccn(Cc3cccc(Cl)c3)c2=O)s1 | -16%
C[C@H](O)c1onc(-c2ccc(F)cc2)c1C(=O)NC1CCCC1 | -9%[44.1 µM]
COc1ccccc1CCC(=O)N1CCN(c2cc(-c3ccccc3)[nH]n2)CC1 | i
Cc1nn(-c2ccccc2)c(Oc2ccc(F)cc2F)c1CCC(=O)N(C)C(C)C | ?
COc1ccc(OC)c(S(=O)(=O)Nc2ccc3c(c2)n(C)c(=O)n3C)c1 | 15%
C=CCN1CC2(CCC1=O)CCN(C(=O)[C@H](N)Cc1ccccc1)CC2 | -4%
Cc1cccc(-n2nc(-c3c(C)nc4scc(CC(=O)NC(C)C(C)C)n4c3=O)cc2C)c1C (stereo not drawn) | -10%
Cc1ccccc1-c1ccc2n(c1=O)C[C@H]1C[C@@H]2CN(S(=O)(=O)c2cccs2)C1 | -14%[44.1 µM]
Clc1ccc(C2Cn3nnc(-c4noc(Cc5ccccc5Cl)n4)c3CO2)cc1 (stereo not drawn) | ?
O=C(N[C@@H]1COCC[C@@H]1OCc1cscn1)c1ccc2c(c1)CCO2 | -7%
Cc1cc(C)cc(NC(=O)CSc2c(C(C)C)cnc3c2c(=O)n(C)c(=O)n3C)c1 | i
CSc1nccc(N2CCC3(CCCN(CC4CC4)C3)C2)n1 (stereo not drawn) | ?
CC(=O)Nc1ccc(NS(=O)(=O)c2c(C(=O)N3CCC(C)CC3)c(C)n(C)c2C)cc1 | 60%[activator]
CN(C)c1ccc(CC(=O)N2CCN(Cc3ccccc3)CC(O)C2)cc1 (stereo not drawn) | ?
Cc1ccc(N2CC(NC(=O)c3ccc(S(=O)(=O)N4CCCCC4)cc3)CC2=O)cc1 (stereo not drawn) | 23%
Other results follow:
SMILES | Pf Dd2 growth
C=CCn1cc2c3c(cccc31)[C@H](CC(C)C)N[C@H](C(=O)NC1CCCC1)C2 | ?
COc1ccc(F)cc1-c1cccc(C=O)c1 | 7%[44.1 µM]
COCCN1C(=O)CC[C@]2(C(=O)N(C)Cc3cccnc3)CCCC[C@@H]12 | -25%
CCCOc1ccc(C2c3c(-c4c(C)cc(C)cc4O)n[nH]c3C(=O)N2CCO)cc1 (stereo not drawn) | i
O=C(NC1CCCCC1)C1CCc2sc(C(=O)N3CCCC3)cc2C1 (stereo not drawn) | i
CC1(C)CC(CC(=O)N[C@H](Cc2ccccc2)C2CC(O)C2)CC(C)(C)N1 (stereo partly drawn) | 7%
CN1CCCCC(CC(=O)O)C1=O (stereo not drawn) | 7%
Cc1cc(C(=O)N2CCc3nnc([C@@H]4C[C@@H](O)CN4C)n3CC2)nn1C | 13%
Cc1ccc(C(=O)N2CCn3c(nn(-c4ccc(Cl)cc4)c3=O)C2)cc1 | 11%
CCOc1cc(C(=O)Nc2cc3c(cc2N2CCCC2)n(C)c(=O)c(=O)n3C)cc(OCC)c1OCC | -8%
O=C(NC1CCCCC1)N1CCC(Oc2ncccc2C(=O)N2CCCCC2)C1 (stereo not drawn) | i
O=C(CCCc1ccccc1)N1CCC2(CC1)CC(N(Cc1ccccc1)C1CC1)CCO2 (stereo not drawn) | i
CCC(CC)c1cc([C@H]2CN3CC[C@H]2C[C@@H]3CNC(=O)Cc2cccs2)nc(-c2ccncc2)n1 | 0.71µM*
C#CCN(C)Cc1nc(C2(O)CCN(C(=O)COC)CC2)cs1 | -3%[44.1 µM]
O=C(NCc1ccncc1)C1CN(S(=O)(=O)c2cccc(Cl)c2)CC12CCOCC2 (stereo not drawn) | -18%
Cc1ccc(C(=O)N2CCC(N3C(=O)CCC3C(=O)NCc3ccccc3)CC2)cc1 (stereo not drawn) | 21%
CCn1nccc1C(=O)N1CCN(Cc2ccc(=O)n(C)c2)CC1 | 17%
Cc1nc(N(C)C)ncc1C(=O)N[C@@H]1CCOC[C@H]1Oc1ccccn1 | -2%
Cc1cccc(C)c1OCC(=O)Nc1nonc1-c1ccc(Br)cc1 | 23%
COc1ccc(C(=O)Nc2ccc([C@@H](O)[C@H]3COCC(=O)N3CC3CCCCC3)cc2)cc1 | i
C[C@@H](NC(=O)c1cccnc1)c1onc(-c2ccc(F)cc2)c1C(=O)O | -13%[44.1 µM]
COc1ccc(Cn2c(-c3ccc(F)cc3)nc(C)c(CCO)c2=O)cc1F | ?
CC1=C[C@@H](CNC(=O)CC(C)(C)C)[C@H](C(C)C)C[C@H]1CC(=O)NC1CCCC1 | ?
CCOc1ccccc1NC(=O)c1ccc2oc(=O)c(S(=O)(=O)c3ccc(F)cc3)cc2c1 | 15%
COCCOC1CCOC2(CCN(S(=O)(=O)c3cn(C)cn3)CC2)C1 (stereo not drawn) | 7%

Some of the entries so far, with each value named.
CCC(CC)c1cc([C@H]2CN3CC[C@H]2C[C@@H]3CNC(=O)Cc2cccs2)nc(-c2ccncc2)n1
  Pf Dd2 growth = 0.71µM*
Cc1cc(C(=O)N2CCc3nnc([C@@H]4C[C@@H](O)CN4C)n3CC2)nn1C
  Pf Dd2 growth = 13%

Next part:
SMILES | Pf Dd2 growth
Cn1nc(-c2nncn2CC2CC2)c2c1CCNC2 | -8%
CCCNC(=O)CN1C(=O)NC2(CCC(C(C)(C)C)CC2)C1=O (stereo not drawn) | 24%
O=C1CO[C@H]2CN(Cc3ccccn3)C[C@H]2N1c1ccccc1 | ?
CSc1ccc(-c2nc3cccc(C)n3c2Nc2ccc3c(c2)OCO3)cc1 | ?
CC(=O)Nc1ccccc1-c1nc2ccccc2n(CC(=O)Nc2cccc(C)c2C)c1=O | -4%
CC(=O)N1CCc2cc(S(=O)(=O)NC(CC(C)C)C(=O)Nc3ccc(C(C)C)cc3)ccc21 (stereo not drawn) | 3%
OC[C@H]1C[C@@H](NCc2ccc(F)cc2)[C@H](O)[C@@H]1O | ?
OC1(CN2CCN(c3cnccn3)CC2)CNCCOC1 (stereo not drawn) | -7%
COc1ccccc1N1CCN(C(=O)c2cn[nH]c2-n2cnnn2)CC1=O | -12%
COc1cccc(N2CCN(S(=O)(=O)c3cn(C)c(C)n3)CC2)c1 | 50%[activator]
COc1cccc(CN2CCc3c(cc(C(=O)NCc4cccs4)n3C)C2)c1 | ?
